MazF activator = increases E. coli MazEF RNase cleavage of RNA; activation, % at 20 µM; hit rate 0.32% among 350,000; FAM/BHQ RNA-DNA oligo cleavage fluorescence, 5 h; AID 504720; P0AE70; in the data active means activation above about 50%
Target sequence (P0AE70 whole entry, looked up): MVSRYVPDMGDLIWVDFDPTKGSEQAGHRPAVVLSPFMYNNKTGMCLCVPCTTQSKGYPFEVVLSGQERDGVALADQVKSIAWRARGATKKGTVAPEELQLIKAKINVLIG
PfHsp40 yeast = restores yeast growth despite PfHsp40 toxicity; hit rate 0.68% among 340,000; growth rescue, % at 12.5 µM; S. cerevisiae expressing PfHsp40, growth rescue, ATP luminescence; in the data active means growth rescue above about 28%, passing the limit was not always enough; inconclusive means no clear call, values can overlap the other calls;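 further: yeast W303a lacking pdr1 and pdr3 grown in galactose medium; growth measured after three days at 30 °C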
Anthrax LF prot = inhibitors of Bacillus anthracis lethal factor protease. P15917. multiplex microsphere protease cleavage assay, LF. inhibition, % at 10 µM. hit rate 0.12% among 360,000; in the data active means inhibition above about 30%; inconclusive means no clear call, values can overlap the other calls; further: plate controls were buffer without enzyme for full effect and enzyme alone for no effect
Y pestis TopoI = inhibitors of Yersinia pestis topoisomerase I; hit rate 0.064% among 360,000; activity, % at 10 µM; Y. pestis Topo-I cleavage product accumulation, plate reader; in the data active means activity above about 50%, passing the limit was not always enough; inconclusive means no clear call, values can overlap the other calls; further: inactives centre near 2
VHR inh abs = blocks human VHR1 dual specificity phosphatase. P51452. recombinant VHR phosphatase, pNPP absorbance. inhibition, % at 13.3 µM. hit rate 0.52% among 290,000. AID 1654; in the data active means inhibition above about 50%; further: some compounds called inactive have numbers as strong as hits
Target sequence (P51452 whole entry, looked up): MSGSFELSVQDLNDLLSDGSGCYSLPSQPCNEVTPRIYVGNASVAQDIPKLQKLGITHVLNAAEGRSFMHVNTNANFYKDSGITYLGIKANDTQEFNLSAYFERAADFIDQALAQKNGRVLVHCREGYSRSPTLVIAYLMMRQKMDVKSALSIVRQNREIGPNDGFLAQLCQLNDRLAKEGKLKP
PriA SSB inh = blocks PriA binding to SSB C-terminal tail | AlphaScreen SSBct-PriA binding, biotinylated peptide | inhibition, % at 33 µM | hit rate 0.6% among 430,000 | AID 1272365; in the data active means inhibition mostly above about 37%, no sharp cut-off; inactive means mostly below about 20%;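 further: plate controls were negative control peptide for no effect and reference peptide for full effect; strong numbers were not always called active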
Rv3671c inh = inhibitors of M. tuberculosis serine protease Rv3671c; hit rate 0.048% among 320,000; P9WHR9; inhibition, % at 5.96 µM; in the data active means inhibition above about 38%;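 further: extracellular domain of Rv3671c used as enzyme; 0% = enzyme with DMSO and 100% = no enzyme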
Target sequence (P9WHR9 whole entry, looked up, the tested form may be a part): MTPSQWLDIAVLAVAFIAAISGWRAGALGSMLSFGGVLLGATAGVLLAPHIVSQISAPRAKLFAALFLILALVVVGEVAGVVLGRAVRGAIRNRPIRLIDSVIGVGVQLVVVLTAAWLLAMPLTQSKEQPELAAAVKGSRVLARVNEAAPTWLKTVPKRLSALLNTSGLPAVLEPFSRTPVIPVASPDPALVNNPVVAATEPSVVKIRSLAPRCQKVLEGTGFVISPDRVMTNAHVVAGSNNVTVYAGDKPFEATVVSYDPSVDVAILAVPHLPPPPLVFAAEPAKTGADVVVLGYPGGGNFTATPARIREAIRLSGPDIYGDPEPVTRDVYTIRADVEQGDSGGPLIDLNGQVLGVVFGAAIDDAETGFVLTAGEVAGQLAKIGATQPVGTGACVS
SARS 3CLpro inh = SARS-CoV 3CLpro protease inhibition; P0C6X7; inhibition, % at 6 µM; AID 1706; hit rate 0.14% among 290,000; recombinant SARS-CoV 3CLpro, quenched FRET peptide cleavage; in the data active means inhibition above about 12%
TcdB inh = TcdB glycohydrolase inhibition | P18177 | TcdB glycohydrolase enzymatic assay, plate reader | inhibition, % at 9.99 µM | hit rate 0.24% among 350,000 | AID 652162; in the data active means inhibition above about 10%
Vc quorum ag = induces V. cholerae light production without autoinducers; V. cholerae BH1578 lux reporter, luminescence, 6 h; activation, % at 18.7 µM; hit rate 0.16% among 350,000; AID 588436; in the data active means activation mostly above about 9.7%, no sharp cut-off; inconclusive means no clear call, values can overlap the other calls; inactive means mostly below about 3.7%; further: not every result past the cut was called active; inactives centre near 0; reference of the scale not given here
* = called active by the depositor; i = inactive; ? = inconclusive; . = not tested or not shown; & = joins results of further samples. Not all compounds are listed; the hit share may differ from the screen's.

Structure,MazF activator,PfHsp40 yeast,Anthrax LF prot,Y pestis TopoI,VHR inh abs,PriA SSB inh,Rv3671c inh,SARS 3CLpro inh,TcdB inh,Vc quorum ag
CCN1CCN(CCNC(=O)c2ccc(/C=C3/Sc4ccccc4N(Cc4cccc(Cl)c4)C3=O)cc2)CC1,-29,-0.2,1,0,11,19,-53,2,5.1,-0.2
Cc1cc(C)c2[nH]c(=O)c(CN(Cc3ccco3)C(=O)C3CCCO3)cc2c1 (centres undefined),1,0.9,0,2,26,-7,4,-2,.,i
CCOc1cc(NS(=O)(=O)c2ccc(OC)cc2)c(OCC)cc1NC(C)=O,-12,0.0,-1,8,12,7,6,-6,-0.2,-0.2
Nc1nc(CSc2ccccn2)nc(Nc2ccccc2)n1,-1,-1.8,-16,5,31,2,-5,0,.,-0.3
CCSc1sccc1C1C(C#N)=C(N)N(c2cccnc2)C2=C1C(=O)CC(C)(C)C2 (centres undefined),4,1.3,0,18,21,2,6,3,.,-0.2
COCCNC(=O)CN1C(=O)c2cccc3cccc1c23,7,-0.4,-4,0,5,0,2,1,-0.5,i
CC(Cl)C(=O)Nc1cc(C(C)(C)C)nn1-c1ccccc1 (centres undefined),-6,-1.1,-4,5,5,-4,0,-3,0.3,-0.1
Cc1c(C)c(C)c(S(=O)(=O)NCCc2ccccn2)c(C)c1C,1,0.7,-1,2,10,13,-3,-12,2.0,-0.5
COc1cccc(C(=O)NC2CCN(CC(=O)Nc3nccs3)CC2)c1,-2,-0.9,-1,1,23,-8,-6,-5,.,i
O=C(c1ccccc1)c1ccccc1N1C(=O)C=CC1=O,4,-7.7,11,0,13,-3,5,6,0.5,-1.3
CC1CCCCC1NC(=O)CSc1ccc([N+](=O)[O-])cc1 (centres undefined),2,-0.6,-4,11,30,-5,3,2,0.2,-2.3
Clc1ccc(CNc2ccc(CNc3ncn[nH]3)cc2)c(Cl)c1,-5,-1.2,-2,1,17,13,-6,-1,1.4,-0.3
CCOC(=O)NC(NC(=O)OCC)C(=O)c1ccc(F)cc1,5,1.6,4,2,20,-12,6,-2,.,i
Cc1cc(C)cc(NC(=O)Cn2nnc(C(=O)NCCc3ccccc3)c2N)c1,-46,0.9,-2,36,13,1,-68,6,0.6,i
CC(=O)c1ccc(S(=O)(=O)N2CCN(C(=O)c3ccc(COc4ccccc4)o3)CC2)cc1,5,0.1,-4,31,.,0,.,.,3.7,-0.5
O=C(CN(C(=O)CNS(=O)(=O)c1ccccc1)c1ccc(F)cc1)NCc1ccco1,7,0.8,0,7,12,-5,-2,5,2.7,-0.1
CC1(O)c2ccccc2C(=O)N1Cc1ccccc1 (centres undefined),5,0.9,1,2,-3,-13,0,-7,.,-6.2
c1cnc(-c2noc(CN3CCN(C4CCCC4)CC3)n2)cn1,12,1.2,2,4,3,3,6,3,1.9,1.8
CC(=O)Nc1ccc(S(=O)(=O)Nc2cccc3cccnc23)cc1,-5,-0.7,1,0,31,3,1,2,1.1,-0.2
CC1CCN(C(=O)CSc2ccc(-c3ccc4c(c3)OCCO4)nn2)CC1,7,-0.4,9,28,30,-5,-4,6,-1.1,i
COCCOC(=O)C1=C(C)NC(=S)NC1c1cccs1 (centres undefined),3,-1.1,5,3,20,2,-11,-1,1.9,-0.3
COc1ccc(/C=C2/SC(c3ccc(C)cc3)=NC2=O)cc1OC,-1,1.5,-6,7,15,16,8,-1,.,i
CC1CCN(S(=O)(=O)c2ccc(NC(=O)CSc3nnnn3C)cc2)CC1,1,-0.8,2,-10,9,-6,10,-4,.,i
CCOc1cc(C2C3=C(CCCC3=O)OC3=C2C(=O)CCC3)cc([N+](=O)[O-])c1O,6,0.6,-1,3,31,-16,-1,5,-0.2,i
O=C(O)C1CCCN1C(=O)Nc1ccc(Cl)cc1 (centres undefined),2,-0.6,0,-6,20,7,-4,-2,-0.8,-0.3

Brought forward from above: three compounds, then new ones.
Structure,MazF activator,PfHsp40 yeast,Anthrax LF prot,Y pestis TopoI,VHR inh abs,PriA SSB inh,Rv3671c inh,SARS 3CLpro inh,TcdB inh,Vc quorum ag
CC1CCN(S(=O)(=O)c2ccc(NC(=O)CSc3nnnn3C)cc2)CC1,1,-0.8,2,-10,9,-6,10,-4,.,i
CCOc1cc(C2C3=C(CCCC3=O)OC3=C2C(=O)CCC3)cc([N+](=O)[O-])c1O,6,0.6,-1,3,31,-16,-1,5,-0.2,i
O=C(O)C1CCCN1C(=O)Nc1ccc(Cl)cc1 (centres undefined),2,-0.6,0,-6,20,7,-4,-2,-0.8,-0.3
CC(=O)N(CC(=O)Nc1nn(-c2ccccc2)nc1C(N)=O)Cc1ccccc1,8,-0.4,-3,3,24,-12,0,5,.,-0.7
CS(=O)(=O)N1CCN(c2ncccn2)CC1,1,-0.2,9,9,16,-8,3,5,.,i
Cc1nc2ccccc2c2oc(C(=O)N3CCN(c4ccc([N+](=O)[O-])cc4)CC3)cc12,5,8.5,-2,-6,13,-11,-2,4,-7.4,i
O=C(NCCC1=CCCCC1)c1ccc(Cl)c([N+](=O)[O-])c1,4,34*,-1,-1,-1,3,-3,2,3.5,1.7
COc1ccc(S(=O)(=O)N2CCN(C)CC2)cc1NC(=O)c1ccccc1,9,1.0,1,-2,7,-2,-8,-10,-0.1,-0.7
c1coc(Cn2c(SCc3nc4ccccc4[nH]3)nnc2-c2cnccn2)c1,-1,-0.6,1,8,36,6,1,1,.,-0.3
COc1ccc(C(=O)C2CCCN(C(=O)c3cc(C)nc(C)n3)C2)cc1OC (centres undefined),3,-0.2,2,-1,34,-15,7,7,4.8,i
COc1ccccc1C(=O)Nc1ccc(OCC(=O)N2CC(C)CC(C)C2)cc1 (centres undefined),1,3.1,-6,33,.,-10,1,.,1.7,-3.4
CCCc1nnc(NC(=O)C2CC(=O)N(C3CCCC3)C2)s1 (centres undefined),-3,-0.3,-3,-4,25,-9,7,1,1.4,-2.8
O=[N+]([O-])c1ccccc1S(=O)(=O)Nc1cccc(-c2ccc(N3CCCC3)nn2)c1,0,1.2,?,6,.,-3&-13,6,.,2.3,-1.5
CCOC(=O)N1CCN(CC(O)COC2CC(C)CCC2C(C)C)CC1 (centres undefined),-2,-1.0,-1,19,17,2,3,2,.,i
ON=C(CCc1ccccc1)CCc1ccccc1,8,3.3,2,19,.,-12,.,.,0.1,1.3
O=C(c1ccco1)N1CCN(C(=O)c2ccc(COc3ccc(F)cc3)o2)CC1,0,-0.6,2,7,14,-2,-6,2,.,.
Cc1cnc(CNC(=O)CC2C(=O)NCCN2Cc2ccccc2F)cn1 (centres undefined),-9,-0.6,2,6,-7,2,2,5,-1.0,-0.1
O=C(O)c1cc(S(=O)(=O)NCCN2CCNC2=O)ccc1O,7,1.0,.,2,24,-4,2,6,1.4,0.4
CC(=O)C[C@@H](O)CC(=O)[C@H]1OC(=O)[C@@H](C)C/C=C\Cc2ccccc21,10,1.6,-9,3,.,-9,-6,.,1.8,i
CCN1CCN(C(=O)c2c(-c3c(F)cccc3Cl)noc2C)CC1,2,0.4,7,-1,20,0,-11,-1,.,1.7
CCCN1CCC(NC(=O)CCc2nnc(-c3ccccc3)o2)CC1,1,0.7,0,-9,31,1,8,-5,.,-0.2
COc1cc(NC(=O)C2=CC(c3ccc(C)cc3)=NS(=O)(=O)N2C)cc(OC)c1OC,5,2.0,-3,-12,13,-3,5,1,1.0,-0.2
CCOc1ccc(NC(=S)NCC(c2cccnc2)N2CCOCC2)cc1 (centres undefined),6,0.2,1,-8,28,-8,-4,1,0.0,i
OC[C@@H]1CN(CCN2CCOCC2)C[C@H](n2cnc3c(N4CCOCC4)ncnc32)O1,.,.,-7,10,.,.,.,.,1.5,-0.7
O=c1c(CO)cc(CO)cc(CO)c1O,10,422*,.,-3,6,-15,-4,7,0.1,-0.5
CCc1ccc(CN2CCC(Oc3cc(C(=O)NC4CC4)ccc3OC)CC2)cc1,2,.,5,28,.,.,.,.,0.4,i
COc1cc(SC)ccc1C(=O)Nc1nccs1,-16,5.8,0,8,21,-18,-14,1,2.7,i
Cc1cc(O)c(C(=O)/C=C/c2ccc(C(C)C)cc2)c(=O)o1,-2,-0.2,-14,-1,-20,2,.,3,2.1,-0.5
CCN(CC)C(=O)CSc1nc(O)cc(=O)n1CC,-2,-0.7,0,0,6,-9,5,0,.,2.8
Cc1cccc(NC(=O)CNC(=O)Cn2ncc(Cl)c(Cl)c2=O)c1C,3,5.4,2,5,.,-6,-5,.,.,-8.3
Cc1ccc(S(=O)(=O)N2CCCCCC2)cc1C(=O)NCc1ccccn1,3,-0.8,5,-1,16,-3,3,2,-1.6,-1.6
CC/C(=N\NC(=O)C1CCCC1)c1cccc(Br)c1,0,-0.1,0,17,11,.,.,4,0.0,i
OCCC1CN(Cc2cccc3c2OCO3)CCN1C1CCCC1 (centres undefined),1,-0.5,-2,2,-15,-10,1,-4,0.3,-0.3
O=C(Cc1csc(NC(=O)Nc2ccc(Cl)cc2)n1)NC1CCCC1,7,5.2,.,20,.,-5,-30,.,1.9,-6.2
O=C(NC(NC(=S)Nc1c(Cl)cccc1Cl)C(Cl)(Cl)Cl)c1cccc([N+](=O)[O-])c1 (centres undefined),2,0.5,2,-16,-1,7,-121,-1,.,-0.2
O=c1[nH]cnc(O)c1Nc1cccc(Cl)c1,1,0.4,0,2,.,-10,.,.,-16,5.6
O=C1N/C(=N\c2ccccn2)SC1Cc1ccccc1Cl (centres undefined),9,-0.9,-3,3,6,.,-8,-2,0.0,-0.6
O=C(NN=C1CCN(Cc2ccccc2)CC1)c1ccccc1O,12,21,-2,0,-2,7,4,-3,.,0.9
Cc1ccccc1-n1c(SCC(=O)NC2CCS(=O)(=O)C2)nc2ccccc2c1=O (centres undefined),2,-0.6,.,-8,.,6,.,.,0.6,i

Screens (PubChem BioAssay)
